Assay outcomes: PubChem, National Center for Advancing Translational Sciences (NCATS)
HCMV inh: human cytomegalovirus inhibition; actives 4.5% (n = 410,000); activity change, negative = inhibition, % at 57.5 µM; HFF cells, HCMV-luciferase reporter, 72 h; hits give low values; in the data active means activity change below about -60%; inconclusive means no clear call, values can overlap the other calls; inactive means above about -39%
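Two-dose cell screen: HFF monolayers treated with compounds and infected with luciferase-expressing HCMV at 1 PFU/cell, 72 h at 37C, then lysed for luciferase measurement.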
* marks the source's active call; other numbers are inactive results; ? = inconclusive. On the % scale 0 is the no-effect control and ±100 the full control effect. A portion of the library, so the mix of outcomes need not match the whole.

SMILES	HCMV inh
N#Cc1ccc(S(=O)(=O)N2CCN(CN3C(=O)CC4(CCCC4)C3=O)CC2)cc1	57
O=C(NC1CCCCC1)C(c1ccccc1)n1c(=O)c(-c2cc3ccccc3[nH]2)nc2ccccc21 (stereo not drawn)	82
O=C(NCc1nnnn1-c1ccccc1)c1ccc2ccccc2c1	-13
Cc1cc(C(=O)Nc2cccc3ccccc23)oc1C	-8
CC1(C(=O)NS(=O)(=O)c2cccc(C#N)c2)CCN1C(=O)C1(c2ccc(Cl)cc2)CC1 (stereo not drawn)	8
COc1ccc(Nc2nc(NCCO)nc(N3CCCC3)n2)cc1	?
CC1(C)OC(=O)C2=C(C[C@@H](C3CCCCC3)O[C@@H]2c2ccc(F)cc2)O1	-10
COc1ccc(-c2nnc(SCC(=O)N(C)C3CCS(=O)(=O)C3)n2CC(C)C)cc1 (stereo not drawn)	7
Cc1ccc(S(=O)(=O)N(C)C[C@@H]2OCc3cnnn3CCCC(=O)N([C@@H](C)CO)C[C@@H]2C)cc1	-3
COCC(=O)N[C@H]1C=C[C@@H](CC(=O)NCc2ccccc2OC)O[C@@H]1CO	35
CCN1C(c2ccc(F)cc2)=CS/C1=C(/C#N)c1nnc2n1-c1ccccc1SC2	-31
C[C@@H]1CN([C@@H](C)CO)C(=O)c2cc(NC(=O)Nc3cccc4ccccc34)ccc2O[C@@H](C)CCCCO[C@H]1CN(C)C(=O)c1ccccc1	4
COc1cccc(S(=O)(=O)Nc2ccc3c(c2)[C@H]2C[C@H](CC(=O)N[C@@H](C)c4ccccc4)O[C@H](CO)[C@H]2O3)c1	-12
CC1(C(=O)NS(=O)(=O)Cc2ccccc2)CCN1C(=O)Cc1cc(F)ccc1F (stereo not drawn)	21
COc1ccc(-c2nc3ccc(C)cn3c2Cc2cccc(Cl)c2)cc1OC	18
Cn1c(=O)c2[nH]c(CCCC(=O)O)nc2n(Cc2ccccc2)c1=S	-5
CC1(c2nnnn2Cc2ccccc2)CCC(=O)N1Cc1ccc(F)cc1 (stereo not drawn)	-4
OCCCNc1ncnc2c1ncn2[C@H]1CN(Cc2ccncc2)C[C@@H](CO)O1	-21
O=c1[nH]nc(-c2cc(-c3ccccc3)nc3ccccc23)o1	-31
CC(C)CC1C(=O)N(Cc2cn(CC3CCCCC3)nn2)CCS(=O)(=O)N1Cc1ccc(-c2ccc(F)nc2)cc1 (stereo not drawn)	9
CC(C)c1ccc(NC(=O)Nc2nc(C(N)COCc3ccccc3)cs2)cc1 (stereo not drawn)	-95*
CC(=O)NCC1=C(c2cccc3ccccc23)C[C@@H]2CC[C@H]1N2Cc1ccco1	17
COc1ccc(NC(=O)N(C)[C@H]2C[C@H]3c4[nH]c5ccc(-c6ccc(OC)cc6)cc5c4CCN3C(=O)[C@H]2[C@H](C)O)cc1	-68*
Cc1ccc(NC(=O)C2(C)CCN2CCc2ccccc2)cc1 (stereo not drawn)	25
Cc1c(C(=O)NCc2ccc3c(c2)OCCO3)sc(=O)n1Cc1ccc(C(=O)N(C)C)cc1	-19
O=C1NC(=S)SC1=Cc1ccccc1C(=O)O	?
CCCNC(=O)C[C@H]1CC[C@@H]2[C@H](COC[C@@H](O)CN2C(=O)c2ccccn2)O1	24
CN1CCN(C(=O)c2cc3c(c(-c4cccc(C#CC(C)(C)O)c4)n2)[C@H](CCO)N(S(=O)C(C)(C)C)C3)CC1 (stereo partly drawn)	-26
C[C@@H]1CN([C@@H](C)CO)C(=O)CCCn2cc(nn2)CO[C@H]1CN(C)C(=O)Oc1ccccc1	-25
Cc1ccc(C(=O)NCCc2nnc3ccc(SCC(=O)Nc4nnc(C)s4)nn23)cc1	-8
COc1ccc(CC(N)c2csc(NC(=O)c3ccc(OC)cc3)n2)cc1 (stereo not drawn)	-16
Nc1ncnc(N)c1NC(=O)c1ccc(OCc2ccccc2)cc1	-12
C[C@H]1CN([C@@H](C)CO)C(=O)CCCn2nncc2CO[C@@H]1CN(C)C(=O)Cc1ccccc1	-10
COc1cccc(CN2CCC(C(=O)NC(C)c3cccc4ccccc34)CC2)c1 (stereo not drawn)	-22
CC(C)CN1CCC(C(=O)NC(c2ccc(F)cc2)c2ccc3ccccc3n2)CC1 (stereo not drawn)	20
CCCC#Cc1cnc2c(c1)C(=O)N([C@H](C)CO)C[C@@H](C)[C@@H](CN(C)C(=O)Nc1cccc(F)c1)O2	-3
Cc1cn([C@H]2C[C@H](O)[C@@H](CNC(=O)[C@H](N)C3CC3)O2)c(=O)[nH]c1=O	31
CC(C)CC(N)c1csc(Nc2ccc(C(=O)NCCCO)cn2)n1 (stereo not drawn)	-8
COC(=O)Cc1ccc(OC2(C)CCN(Cc3ccccc3OC(F)F)C2)cc1 (stereo not drawn)	-39
CC(=O)Nc1ccc(-c2ccnc3c2CC(C(=O)NCC2CCOCC2)O3)cc1 (stereo not drawn)	-10
CCOC(=O)CN1CCC(C2(c3cc4ccccc4[nH]3)OCCO2)CC1	-9
COc1cccc(-c2cnc3c(NC(C)=O)cc(-c4ccc(S(C)(=O)=O)cc4)cn23)c1	-22
O=C(CC[C@H]1O[C@@H](n2cnc3c(NC(=O)c4ccccc4)ncnc32)[C@H](O)[C@@H]1O)NCc1ccc2c(c1)OCO2	-20
C=CCN1C(c2cccc(C(F)(F)F)c2)=CS/C1=C(\C#N)c1nnc(N2CCOCC2)n1-c1ccccc1	-5
Cn1c(=O)c2cc(NC(=O)CCc3ccccc3)ccc2n1Cc1cccc(C(F)(F)F)c1	-22
CC1(Oc2cnc(Cl)c3ccccc23)CCN(Cc2ccc(OC(F)(F)F)cc2)C1 (stereo not drawn)	10
CC(C)NC(=O)Cn1nnc(-c2ccccc2)c1COc1ccc2ccccc2c1	1
CC(=O)Nc1cc(-c2ccc(N)cc2)cn2c(-c3cccc(C(F)(F)F)c3)cnc12	-16
COc1ccc(CNC(=O)C2(C)Cc3c(-c4cccc(NC(C)=O)c4)ccnc3O2)cc1OC (stereo not drawn)	22
CCOC(=O)N1CCN(C(=O)C[C@@H]2C[C@@]3(C(=O)OCC)CCCC=C3N(CCC3=CCCCC3)C2=O)CC1	-1
CCCC(=O)N1CCC1(C)C(=O)NCc1ccccc1SC (stereo not drawn)	-5
C=C(C)Cn1c2ccc(NC(=O)NCCc3ccccc3)cc2c(=O)n1C	-28
C[C@H]1CN([C@@H](C)CO)S(=O)(=O)c2ccc(Br)cc2O[C@@H]1CN(C)Cc1cccc(F)c1	-20
Nc1ncnc2c1ccn2[C@H]1CN(Cc2ccc3c(c2)OCO3)C[C@@H](CO)O1	-30
CCCCCC(=O)N1C[C@H](O)[C@@H](n2cc(C3CC3)nn2)C[C@@H]1c1ccc(C)cc1	12
COc1ccccc1-c1csc(C(O)(c2ccccc2)C(F)(F)F)n1 (stereo not drawn)	1
CC1(C(=O)N2Cc3ccccc3C2)CCN1C(=O)Cc1ccccc1 (stereo not drawn)	-7
CCc1nc2ccc(C(=O)NCCOc3ccc(OC)cc3)cn2c1N(CC)CCN(C)C	-2
CC(C)n1nnnc1C1c2ccccc2C(=O)N1C1CC1 (stereo not drawn)	-2
O=C(NC1CCCCC1)c1nc(C2CCNCC2)oc1-c1ccccc1	0

5 compounds out of the list, sorted by length of the SMILES, low to high.
SMILES	HCMV inh
CC1(C(=O)N2Cc3ccccc3C2)CCN1C(=O)Cc1ccccc1 (stereo not drawn)	-7
CCc1nc2ccc(C(=O)NCCOc3ccc(OC)cc3)cn2c1N(CC)CCN(C)C	-2
COc1cccc(-c2cnc3c(NC(C)=O)cc(-c4ccc(S(C)(=O)=O)cc4)cn23)c1	-22
CCCCCC(=O)N1C[C@H](O)[C@@H](n2cc(C3CC3)nn2)C[C@@H]1c1ccc(C)cc1	12
C=CCN1C(c2cccc(C(F)(F)F)c2)=CS/C1=C(\C#N)c1nnc(N2CCOCC2)n1-c1ccccc1	-5

Copied from the results shown for reference:
SMILES	HCMV inh
CCOC(=O)CN1CCC(C2(c3cc4ccccc4[nH]3)OCCO2)CC1	-9
COc1cccc(-c2cnc3c(NC(C)=O)cc(-c4ccc(S(C)(=O)=O)cc4)cn23)c1	-22
O=C(CC[C@H]1O[C@@H](n2cnc3c(NC(=O)c4ccccc4)ncnc32)[C@H](O)[C@@H]1O)NCc1ccc2c(c1)OCO2	-20
C=CCN1C(c2cccc(C(F)(F)F)c2)=CS/C1=C(\C#N)c1nnc(N2CCOCC2)n1-c1ccccc1	-5

Grouped by structure: the entries above with two or more sulfur atoms
SMILES	HCMV inh
COc1ccc(-c2nnc(SCC(=O)N(C)C3CCS(=O)(=O)C3)n2CC(C)C)cc1 (stereo not drawn)	7
CCN1C(c2ccc(F)cc2)=CS/C1=C(/C#N)c1nnc2n1-c1ccccc1SC2	-31
O=C1NC(=S)SC1=Cc1ccccc1C(=O)O	?
Cc1ccc(C(=O)NCCc2nnc3ccc(SCC(=O)Nc4nnc(C)s4)nn23)cc1	-8

Continuation.
SMILES	HCMV inh
C/C=C/c1cccc(-c2nc(C(=O)NC3CCC3)cc3c2[C@@H](CCO)N(S(=O)C(C)(C)C)C3)c1 (stereo partly drawn)	-9
CC(=O)N(C)C[C@H]1Oc2cc(Br)ccc2S(=O)(=O)N([C@H](C)CO)C[C@@H]1C	-24
COc1cccc(Nc2nc(C(C)N)cs2)n1 (stereo not drawn)	-1
O=C(CCCc1ccccc1)NCCS(=O)(=O)N1CCN(c2ccccc2)CC1	13
Cc1ccccc1-c1cc2nc(Oc3cccc(F)c3)n(C)c(=O)c2s1	-22
CC(C)C[C@@H](CN1CCC[C@H]1CN1C(=O)C(=O)NC[C@@H]1Cc1ccc(O)cc1)N1C[C@H](Cc2ccc(O)cc2)N(CC2CCCCC2)C(=O)C1=O	-34
CNC(C)C(=O)NC(C(=O)NC(C)C(=O)NNc1ccccc1)C(C)C (stereo not drawn)	-27
C[C@@H]1CN([C@H](C)CO)C(=O)CCCn2cc(nn2)CO[C@H]1CN(C)C(=O)CCC(F)(F)F	-2
COc1ccc(NC(=O)C2(C)CCN2C(=O)c2ccccc2CCc2ccccc2)cc1OC (stereo not drawn)	-29
O=C(OCc1cn([C@@H]2C[C@H](c3ccccc3)N(C(=O)c3cccs3)C[C@H]2O)nn1)c1ccccc1	19
C[C@H](CO)N1C[C@H](C)[C@H](CN(C)C(=O)C2CCCCC2)OCc2cnnn2CCCC1=O	-9
Cc1cccc(C(O)c2ncc(-c3ccc(C(F)(F)F)cc3)[nH]2)c1C (stereo not drawn)	7
Cc1cccc(NC(=O)c2sc3nc(C)nc(N4CCOCC4)c3c2C)c1	-22
CSc1ccc(CNC(=O)C2CCC(=O)N(CCc3ccc(Cl)cc3)C2)cc1 (stereo not drawn)	8
CC(C)C[C@H]1COc2c(Cl)cccc2S(=O)(=O)N1Cc1cccc(Cl)c1	-17
COc1ccccc1S(=O)(=O)N(C)C[C@H]1Oc2cc(Br)ccc2S(=O)(=O)N([C@H](C)CO)C[C@H]1C	-23
CC(C)C1C(=O)N(Cc2cn(Cc3ccco3)nn2)CCS(=O)(=O)N1Cc1ccc(-c2ccc(Cl)c(Cl)c2)cc1 (stereo not drawn)	-9
CN1OC(C)(CC(=O)NCc2ccccc2)N=C1c1ccccc1Cl (stereo not drawn)	-4
O=C(c1cc2c(c(-c3cccc(-c4ccncc4)c3)n1)[C@H](CCO)N(C(=O)c1ccc3c(c1)OCO3)C2)N1CCOCC1	0
COc1cc(-c2cc(NC=O)c3ncc(-c4ccccc4)n3c2)cc(OC)c1OC	194
CC(C)(C(=O)N1CCC1(C)C(=O)NS(=O)(=O)c1cccc(F)c1)c1ccccc1 (stereo not drawn)	-34
COc1cccc(CNc2nc3cc(C(C)=C(C)C)sc3c(=O)n2C)c1	11
CCc1nc2c(OCCc3cccc(OC)c3)cccn2c1N(C)C(=O)c1cccs1	-28
COCCNC(=O)C1CCCN(C(=O)c2cc(C(C)(C)C)nn2C)CC1 (stereo not drawn)	-5
O=C(NCc1ccc(F)cc1)c1cc(-c2ccccn2)nc2ccc(S(=O)(=O)N3CCOCC3)cc12	-7
Cc1ccc(S(=O)(=O)NC(=O)C2(C)CCN2C(=O)C2CC2)cc1 (stereo not drawn)	-14
O=C1Nc2ccccc2-n2nnnc2C1N1CCN(C(=O)c2ccco2)CC1 (stereo not drawn)	-1
O=C(NC1CCC1)C1CCC(=O)N(Cc2ccc(Cl)cc2)C1 (stereo not drawn)	-25
Cn1c(=O)c2cc(NC(=O)NCc3ccc(Cl)cc3Cl)ccc2n1Cc1ccccc1	?
Cc1cccc(C)c1-n1nnnc1C(c1ccccc1)N1CCC2(CC1)C(=O)NCN2c1ccccc1 (stereo not drawn)	-33
CC(C)C[C@@H]1COc2cc(N3CCOCC3)ccc2S(=O)(=O)N1	22
CC(=O)c1cccc(-c2ccnc3c2CC(C(=O)NCc2ccco2)O3)c1 (stereo not drawn)	?
CCN1CCN(Cc2ccc(NC(=O)c3cccc(-c4ccc5nc(NC(=O)C6CC6)sc5n4)c3)cc2C(F)(F)F)CC1	-99*
COc1cc(NC(=O)CNC(=O)Cn2cnc3sc(C)c(C)c3c2=O)cc(OC)c1OC	2
CCOC1=C2[C@H]([C@H]3C(=O)N(c4ccccc4)C(=O)[C@H]3C1)[C@@H](c1ccccc1)N(S(=O)(=O)c1ccc(C)cc1)[C@H]2c1ccccc1	-19
CC(C)C[C@@H](CN1CCC[C@H]1CN1C(=O)C(=O)NC[C@@H]1Cc1ccc(O)cc1)N1C[C@H](Cc2ccccc2)N(CC2CCCCC2)C(=O)C1=O	-3
Cc1ccc(S(=O)(=O)N2C[C@@H](C)[C@]3(C2)[C@H](O)[C@H](OC(=O)Nc2c(C)noc2C)C[C@H]2C(=O)N(c4ccccc4)C(=O)[C@H]23)cc1	-15
COc1ccc(C)cc1NC(=O)COC(=O)Cc1c[nH]c2ccccc12	12
CC1(C(=O)NCc2ccco2)Cc2c(-c3cccc(C(F)(F)F)c3)ccnc2O1 (stereo not drawn)	-38
CCOC(=O)C1CCN(C(=O)c2ccc3c(=O)n4nc(Nc5ccccc5CC)sc4nc3c2)CC1	?
COc1ccc(/C=C(/NC(=O)c2ccc(Br)cc2)C(=O)Nc2cccc(C(=O)O)c2)cc1	-22
OC[C@@H]1CN(Cc2ccc(F)cc2)C[C@H](n2cnc3c(NCc4ccncc4)ncnc32)O1	-31
